# Source: PubChem
# All columns: NCI-60 one-dose screen, growth in % after 48 h at 10 µM unless noted; 100 = growth as untreated, 0 = no growth, -100 = all killed.
# SW-620 = SW-620 colon cancer. AID 1794795. hit rate 5.2% among 82,000
# HCT-116 = HCT-116 colon cancer. hit rate 7.3% among 82,000. AID 1794798
# HCC-2998 = HCC-2998 colon cancer; hit rate 4.7% among 79,000; AID 1794799
# SF-295 = SF-295 CNS cancer cells; hit rate 5.6% among 79,000; AID 1794758
# SF-539 = SF-539 CNS cancer. hit rate 6.8% among 81,000. AID 1794752
# SNB-19 = SNB-19 CNS cancer cells. hit rate 2.5% among 81,000
# HCT-15 = HCT-15 colon cancer | hit rate 5.2% among 82,000
# KM12 = KM12 colon cancer cells | hit rate 5% among 82,000 | AID 1794800
# SNB-75 = SNB-75 CNS cancer. AID 1794750. hit rate 5% among 79,000
# Active calls of the source: *; x = no result given; & = joins results of further samples. How the source made its calls: active means growth percent below 10; inactive means the rest.
no.	Structure	SF-539	HCC-2998	HCT-15	KM12	SF-295
1	CCN(c1cc(-c2ccc(CN3CCC(/C=C/S(=O)(=O)c4ccccc4)CC3)cc2)cc(C(=O)NCc2c(C)cc(C)[nH]c2=O)c1C)C1CCOCC1	59	101	55	76	85
2	CC(=O)Nc1ccc(OCc2ccccc2)cc1[N+](=O)[O-]	103	114	105	102	108
3	O=C(/C=C/c1cccnc1)/C=C/c1cccnc1	-46*	-71*	-9.1*	-85*	42
4	NN1c2nc3c(cnn3-c3ccccc3)c(=O)n2N=C2C(NC(=S)N2c2ccccc2)C1c1ccccc1 (stereo not given)	98	103	89	94	91
5	CS(=O)(=O)c1ccc(-c2cc3c(oc2=O)-c2ccccc2OC3O)cc1 (stereo not given)	90	97	94	95	76
6	C=CCN1c2ccccc2Sc2cnccc21	93&91	102&108	103&107	107&117	85&117
7	Cc1cc(=O)oc2cc(OCCOc3ccc(/C=C/C(=O)N4CCOCC4)cc3)ccc12	100	114	83	x	112
8	C#C[C@]1(O)CCC[C@H]2[C@@H]3CC[C@@H]4C[C@H](OC(C)=O)CC[C@]4(C)[C@H]3C(=O)C[C@@]21C	104	x	102	97	125
9	CCOC(=O)c1ccc2c(c1)[n+](=O)c(C(=O)c1ccccc1)c(C)n2[O-]	97	97	90	99	84
10	O=C(/C=C/c1ccc2c(c1)OCO2)/C=C/c1ccc2c(c1)OCO2	104	116	81	107	109

no.	SNB-19	HCT-116	SW-620	SNB-75
1	80	57	94	38
2	94	114	110	74
3	21	-93*	-69*	25
4	98	81	99	63
5	89	96	98	85
6	102&99	96&95	109&113	92&100
7	95	103	102	100
8	109	104	101	90
9	92	93	107	100
10	115	103	110	95

# More entries follow:
no.	Structure	SF-539	HCC-2998	HCT-15	KM12	SF-295
11	O=C(O)CNC(=O)CNC(=O)OCc1ccccc1	92	98	100	104	98
12	O=C(O)c1cccc2c1C(=O)c1cccc3snc-2c13	94	108	94	100	99
13	COc1ccc(-c2cc(-c3ccccc3)n3nc(N)nc3n2)cc1	96	97	95	98	102
14	COc1ccc(-c2cc(-c3ccc(Cl)cc3)nc(SCCCCCC(=O)NO)n2)cc1OC	94	106	96	96	94
15	O=C(CSc1nnc2n1S(=O)(=O)c1ccccc1N2c1ccccc1)Nc1nc2ccc(F)cc2s1	102	96	104	108	92
16	CCOC(=O)N/N=C/C=N/NC(=O)OCC	103	99	106	112	103
17	Cc1ccn2c(C(=O)c3ccc(Br)cc3)cc(-c3cc(-c4ccc(N(C)C)cc4)c(C#N)c(N)n3)c2c1	24	65	40	62	68
18	C#CCN=C(NN)NS(=O)(=O)c1c[nH]ccc1=S	115	x	105	107	112
19	O=C(C(=O)N1CCOCC1)c1ccc(O[C@@H]2O[C@H](CO)[C@H](O)[C@H](O)[C@H]2O)cc1	94	123	98	117	103
20	CC(=O)n1cc(C=C2C(=O)CC(C)(C)CC2=O)c2ccccc21	106	98	99	102	105

no.	SNB-19	HCT-116	SW-620	SNB-75
11	105	93	94	88
12	101	95	96	85
13	93	102	101	100
14	90	95	100	78
15	100	94	109	85
16	101	95	105	86
17	68	36	42	118
18	105	90	99	97
19	97	99	x	93
20	104	102	101	94

# Part of the list above in order of SMILES length, lowest first.
no.	Structure	SF-539	HCC-2998	HCT-15	KM12	SF-295
16	CCOC(=O)N/N=C/C=N/NC(=O)OCC	103	99	106	112	103
11	O=C(O)CNC(=O)CNC(=O)OCc1ccccc1	92	98	100	104	98
18	C#CCN=C(NN)NS(=O)(=O)c1c[nH]ccc1=S	115	x	105	107	112
12	O=C(O)c1cccc2c1C(=O)c1cccc3snc-2c13	94	108	94	100	99
13	COc1ccc(-c2cc(-c3ccccc3)n3nc(N)nc3n2)cc1	96	97	95	98	102
20	CC(=O)n1cc(C=C2C(=O)CC(C)(C)CC2=O)c2ccccc21	106	98	99	102	105
10	O=C(/C=C/c1ccc2c(c1)OCO2)/C=C/c1ccc2c(c1)OCO2	104	116	81	107	109
5	CS(=O)(=O)c1ccc(-c2cc3c(oc2=O)-c2ccccc2OC3O)cc1 (stereo not given)	90	97	94	95	76
9	CCOC(=O)c1ccc2c(c1)[n+](=O)c(C(=O)c1ccccc1)c(C)n2[O-]	97	97	90	99	84
15	O=C(CSc1nnc2n1S(=O)(=O)c1ccccc1N2c1ccccc1)Nc1nc2ccc(F)cc2s1	102	96	104	108	92
4	NN1c2nc3c(cnn3-c3ccccc3)c(=O)n2N=C2C(NC(=S)N2c2ccccc2)C1c1ccccc1 (stereo not given)	98	103	89	94	91
19	O=C(C(=O)N1CCOCC1)c1ccc(O[C@@H]2O[C@H](CO)[C@H](O)[C@H](O)[C@H]2O)cc1	94	123	98	117	103

no.	SNB-19	HCT-116	SW-620	SNB-75
16	101	95	105	86
11	105	93	94	88
18	105	90	99	97
12	101	95	96	85
13	93	102	101	100
20	104	102	101	94
10	115	103	110	95
5	89	96	98	85
9	92	93	107	100
15	100	94	109	85
4	98	81	99	63
19	97	99	x	93

no.	Structure	SF-539	HCC-2998	HCT-15	KM12	SF-295
17	Cc1ccn2c(C(=O)c3ccc(Br)cc3)cc(-c3cc(-c4ccc(N(C)C)cc4)c(C#N)c(N)n3)c2c1	24	65	40	62	68
8	C#C[C@]1(O)CCC[C@H]2[C@@H]3CC[C@@H]4C[C@H](OC(C)=O)CC[C@]4(C)[C@H]3C(=O)C[C@@]21C	104	x	102	97	125

no.	SNB-19	HCT-116	SW-620	SNB-75
17	68	36	42	118
8	109	104	101	90

# Following part:
no.	Structure	SF-539	HCC-2998	HCT-15	KM12	SF-295
21	CC(=O)C1=C(C)NC(=O)NC1c1ccc2c(c1)OCO2 (stereo not given)	102	107	106	110	106
22	COc1cc(OC)c(OC)cc1CNNc1ncnc2ccccc12	94	108	100	92	97
23	CCn1c(O)c(/C=N/c2ccccn2)sc1=S	94	77	90	86	100
24	O=[N+]([O-])c1ccc(NS(=O)(=O)c2ccccc2)c2ccccc12	45	37	47	40	43
25	C#CCNC(=O)[C@H](Cc1ccccc1)NC(=O)[C@]12CC[C@@H](C(=C)C)[C@@H]1[C@H]1CC[C@@H]3[C@@]4(C)CCC(=O)C(C)(C)[C@@H]4CC[C@@]3(C)[C@]1(C)CC2	100	81	71	61	73
26	N#CC(c1ccccc1)N1CCCCC1 (stereo not given)	105	94	106	105	101
27	C[C@@H]1N=C(c2ccc(N(C)C)cc2)Nc2nc3ccccn3c2C1=O	93	103	95	96	92
28	CCCCS(=O)(=O)NC(=O)Nc1ccc(C)cc1	105	106	111	108	122
29	CCC(C)(C)C(=O)CC(=O)C(C)(C)CC	109	117	108	104	102
30	O=C(O)CCN1c2ccccc2Sc2ccccc21	97	97	102	109	111

no.	SNB-19	HCT-116	SW-620	SNB-75
21	95	108	104	94
22	98	100	97	85
23	101	103	100	99
24	48	45	50	42
25	83	35	65	99
26	101	98	101	99
27	95	101	85	70
28	105	110	113	77
29	101	97	104	99
30	88	105	107	91

# The listing continues.
no.	Structure	SF-539	HCC-2998	HCT-15	KM12	SF-295
31	O=C(O)CNC(=O)OCc1ccccc1	98	102	100	115	99
32	c1ccc(CN=C(NCc2ccccc2)NCc2ccccc2)cc1	94	x	80	63	30
33	CC(OCCCl)OCc1ccc2c(c1)OCO2 (stereo not given)	105	113	107	97	111
34	CCCCOc1ccc(C(C)(C)c2ccc(OCCCC)cc2)cc1	92	105	107	120	x
35	CCCCCCCC/C=C\CCCCCCCCOc1ccc(CC(=O)NCC[N+](C)(C)C)cc1	67	43	60	36	78
36	CCOc1ccc(NC(=O)Nc2cc(C(C)C)ccc2C)cc1	90	60	83	75	104
37	Cc1n[nH]c2c([N+](=O)[O-])c(=O)[nH]c(=O)n12	100	101	103	110	104
38	COc1ccc(OC)c(Cn2cc(C#N)c(N)c2C(=O)c2ccc(Br)cc2)c1	48	72	26	40	39
39	O=[N+]([O-])c1ccccc1S(=O)(=O)N(CCCCN(S(=O)(=O)c1ccccc1[N+](=O)[O-])S(=O)(=O)c1ccccc1[N+](=O)[O-])S(=O)(=O)c1ccccc1[N+](=O)[O-]	104	105	105	106	109
40	COc1ccc(-c2nn(-c3cccc(Cl)c3)cc2-c2c(C#N)c(N)n(N)c(=O)c2C#N)cc1	73	93	95	62	x

no.	SNB-19	HCT-116	SW-620	SNB-75
31	85	88	106	110
32	68	46	77	59
33	x	118	100	113
34	108	96	112	98
35	13	68	74	35
36	79	36	91	20
37	100	104	109	87
38	55	24	31	50
39	109	113	101	90
40	64	46	83	49

# Results in HCT-15 and SW-620 (2 entries from above):
item	smiles	HCT-15	SW-620
37	Cc1n[nH]c2c([N+](=O)[O-])c(=O)[nH]c(=O)n12	103	109
32	c1ccc(CN=C(NCc2ccccc2)NCc2ccccc2)cc1	80	77

# Other entries
no.	Structure	SF-539	HCC-2998	HCT-15	KM12	SF-295
41	Clc1ccc(SC/C=C/CSc2ccc(Cl)cc2)cc1	105	108	103	x	93
42	CN(Cc1ccccc1)/N=N/c1nc[nH]c1C(N)=O	103	98	101	103	89
43	CN(C)CCn1c2ccc(Br)cc2c2nc3ccccc3nc21	27	47	20	35	27
44	CC(C)=C[C@@H]1C[C@H](O)Cc2c(C)cc(C)cc2N1	115	105	103	103	112
45	COc1ccccc1CNCCCN1C(=O)c2ccc3c4c(ccc(c24)C1=O)C(=O)N(CCCNCCCCN)C3=O	-75*	-72*	13	-16*	0.2*
46	CC(=O)N1Cc2ccccc2C(C)Cc2ccccc21 (stereo not given)	107	99	106	109	113
47	CCn1cc(C(=O)O)c(=O)c2cc(F)c(N3CCN(CC(=O)Nc4ccc(S(=O)(=O)Nc5ncccn5)cc4)C(C)C3)c(F)c21 (stereo not given)	101	111	98	104	111
48	CCC1(C(OC)OC)NC(=O)N(C)C1=O (stereo not given)	108	109	108	110	108
49	CCc1c2cc(Cl)ccc2n2cc(Cc3ccccc3)[nH]c(=O)c12	103	97	99	98	98
50	O=C(CCl)Oc1c(Cl)c(Cl)c(Cl)c(Cl)c1Cl	105	99	111	99	107

no.	SNB-19	HCT-116	SW-620	SNB-75
41	92	87	93	76
42	107	89	90	81
43	32	18	17	42
44	98	105	107	84
45	-58*	-8.7*	-0.1*	-95*
46	108	91	106	98
47	102	103	102	94
48	97	100	109	87
49	104	x	99	97
50	108	98	112	88

# Other compounds.
no.	Structure	SF-539	HCC-2998	HCT-15	KM12	SF-295
51	CN(C)S(=O)(=O)Oc1ccc(-c2sc3cc(OS(=O)(=O)N(C)C)ccc3c2C(=O)c2ccc(OCCN3CCCCC3)cc2)cc1	52	89	34	74	49
52	c1cc(C2=NCCN2)ccc1OCCSCCOc1ccc(C2=NCCN2)cc1	88	78	99	73	32
53	O=Cc1cn(C(=O)c2ccccc2)c2ccccc12	95	106	94	102	101
54	O=C1c2cccc3cccc(c23)C(=O)N1CCCCCCCCCCN1C(=O)c2cccc3cccc(c23)C1=O	102	112	102	109	95
55	C#CCN1C(=O)c2cccc3c(C#CCN4C(=O)c5cccc6cccc(c56)C4=O)ccc(c23)C1=O	97	109	103	101	99
56	O=C1C=CC(=Nc2ccccc2)O1	102	106	120	103	98
57	NS(=O)(=O)c1ccc(Nc2nc(Nc3ccccc3)nc(-n3nc(-c4ccc(Cl)cc4)cc3-c3ccccn3)n2)cc1	79	81	56	57	83
58	O=c1[nH]nnc2c1cnn2-c1ccccc1	101	114	96	97	x
59	O=C(COc1ccc(/C=C2\Oc3ccccc3C2=O)cc1)c1ccc([N+](=O)[O-])cc1	99	112	122	99	153
60	C1CCC2(CC1)OCCO2	103	103	102	106	96

no.	SNB-19	HCT-116	SW-620	SNB-75
51	58	41	30	62
52	79	74	95	89
53	99	104	105	100
54	104	117	104	81
55	96	101	97	93
56	108	95	99	x
57	89	64	90	68
58	104	100	106	93
59	x	104	111	100
60	99	109	104	105

# The results go on.
no.	Structure	SF-539	HCC-2998	HCT-15	KM12	SF-295
61	CCCCCCCCCCCCCCCCCCCC(=O)N[C@H]1CCC2(C)C(C1)C[C@@H](O)C1C2C[C@H](O)C2(C)C1CC[C@@H]2[C@H](C)CCC(=O)O (stereo not given in full)	100	97	97	101	125
62	NC1=NC(c2ccccc2)N=C(Nc2ccccc2)N1 (stereo not given)	55&85	94	99&102	52&26	84&87
63	COc1ccc(-c2cc(-c3cc(OC)c(OC)c(OC)c3)[nH]c(=O)c2C#N)cc1	-18*	67	81	76	59
64	COc1ccc(/C=C(/NC(=O)c2ccccc2)C(=O)Nc2ccc(S(N)(=O)=O)cc2)c(OC)c1	90	104	93	98	94
65	Cc1ccc2sc(-c3ccc(NC(=O)CSc4nnc(-c5cccnc5SCc5ccccc5)o4)cc3)nc2c1	93	106	111	x	107
66	O=S(=O)(O)c1cc(O)ccc1O	110	112	111	x	118
67	NS(=O)(=O)c1ccc(Nc2nc(Nc3ccccc3)nc3n[nH]c(=O)n23)cc1	97	109	106	99	102
68	COc1ccc(C(=O)/C=C/c2cccc(Br)c2)cc1S(N)(=O)=O	-96*	-93*	-70*	-63*	-81*
69	Nn1c(N=Nc2c(O)[nH]c3c(Cl)cc(Cl)cc23)n[nH]c1=S	98	117	111	100	106
70	COc1ccc(C(=O)/C=C/c2cccc([N+](=O)[O-])c2)c(OC)c1	8.1*	37	-47*	13	36

no.	SNB-19	HCT-116	SW-620	SNB-75
61	104	85	114	101
62	76&67	45&60	94&84	13&53
63	8.2*	35	93	-22*
64	96	89	106	81
65	104	95	104	96
66	106	103	111	85
67	99	98	99	115
68	-43*	-99*	-20*	-17*
69	107	103	97	91
70	17	-80*	-67*	35
